LYP phosphatase: inhibitors of LYP phosphatase, biochemical, fluorescence intensity, uHTS (AID 1779); recombinant LYP phosphatase, fluorescence intensity; higher % means a stronger effect; one-dose inhibition, % at 11.5 µM; IC50 in µM for titrated hits; actives 0.054% (n = 290,000);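 further: plate controls were vehicle with enzyme for no effect and no enzyme for full effect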
NOD1 NF-kB reporter: NOD1 signaling inhibitors, primary screen, cell-based, luminescence, uHTS (AID 1578) | NOD1-driven NF-kB luciferase reporter cells, luminescence; higher % means a stronger effect | one-dose inhibition, % at 4 µM; EC50 in µM for titrated hits | actives 1% (n = 290,000); in the data active means inhibition mostly above about 36%, no sharp cut-off; inactive means mostly below about 34%;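 further: HEK-293T reporter cells stimulated with the NOD1 agonist gamma-tri-DAP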
KOR beta-arrestin-1: KOR antagonists, beta-arrestin recruitment, cell-based, luminescence, uHTS (AID 1778); KOR beta-arrestin recruitment, luminescence, antagonist mode; higher % means a stronger effect; inhibition, % at 10 µM; hits with a dose series show IC50 in µM; actives 0.091% (n = 290,000); further: strong numbers were not always called active
human PMI inhibition: MPI enzyme activity inhibition – biochemical, fluorescence intensity, coupled assay, primary screen (AID 1209); purified PMI enzyme, coupled fluorescence intensity; higher % means a stronger effect; inhibition, % at 20 µM, or IC50 in µM where a hit was titrated; actives 0.42% (n = 190,000);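 further: plate controls were DMSO vehicle for no effect and wells lacking substrate for full effect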
XIAP antagonists: XIAP antagonists, biochemical, IAP family, fluorescence polarization (AID 1018) | XIAP BIR domain, fluorescence polarization peptide displacement; higher % means a stronger effect | displacement, % at 20 µM, or IC50 in µM where a hit was titrated | actives 0.007% (n = 200,000); in the data active means displacement above about 50%; further: a part of the inactive calls stands beside numbers as strong as those of hits
human PMI inhibitors: human PMI inhibitors, high substrate, primary screen, biochemical, fluorescence intensity, high mannose 6-phosphate (AID 1220) | recombinant PMI enzyme, coupled fluorescence intensity; higher % means a stronger effect | one-dose inhibition, % at 20 µM; IC50 in µM for titrated hits | actives 0.66% (n = 190,000)
KOR beta-arrestin-2: kappa opioid receptor activators – cell-based, luminescence, uHTS, primary screen (AID 1777); one-dose activation, % at 10 µM; EC50 in µM for titrated hits; actives 0.02% (n = 280,000); KOR beta-arrestin recruitment, luminescence; higher % means a stronger effect; in the data active means activation above about 50%, passing the limit was not always enough; further: a part of the inactive calls stands beside numbers as strong as those of hits
TNAP activation fold: stimulation of alkaline phosphatase TNAP activity – biochemical, luminescent, no phosphate acceptor, uHTS, primary screen (AID 1001) | activation fold at 20 µM; hits with a dose series show EC50 in µM | actives 0.03% (n = 200,000) | purified TNAP, luminescent activation assay, no phosphate acceptor; higher activation fold means a stronger effect; in the data active means activation fold from about 3, or a potency from the dose series; inactive means the rest, 99 in 100 with activation fold below about 1.6; further: many of its hits are not listed in these tables
NOD2 inhibition: inhibition of NOD2-driven NF-kB reporter – cell-based, luminescence, uHTS, HEK293 (AID 1566). inhibition, % at 4 µM; hits with a dose series show EC50 in µM. actives 0.63% (n = 290,000). HEK293 NOD2/NF-kB luciferase reporter, luminescence; higher % means a stronger effect; further: many of its hits are not listed in these tables
* hit, by the source's call; / = no result given; [ ] = dose if it differs, or a comment. Unless noted, no stated cut-off is given here; in the data, active means inhibition above about 50%; inactive means the rest. This is a subset (hit frequency here may not be typical).

SMILES | LYP phosphatase | NOD1 NF-kB reporter | KOR beta-arrestin-1 | human PMI inhibition | XIAP antagonists | human PMI inhibitors | KOR beta-arrestin-2 | TNAP activation fold | NOD2 inhibition
Cn1cccc1/C=C1\SC(=S)N(NC(=O)c2ccc(F)cc2)C1=O | 2% | 0% | 23% | / | / | / | -1.1% | / | 16%
CN(C)c1nc(C#N)nc(N(C)C)n1 | -8% | -11% | 2% | -16% | -4.5% | -16% | -4.5% | 1 | 16%
Cc1cc(C)c2oc(-c3ccc(C)c(NC(=S)NC(=O)/C=C/c4ccco4)c3)nc2c1 | 5% | -17% | 10% | 13% | -3.9% | 7% | -1.8% | 1.1 | -36%
Cc1cccc(NC(=O)c2cc(S(=O)(=O)N3CCOCC3)cn2C)c1C | -6% | -7% | -7%[20 µM] | / | / | / | -0.5% | / | 6%
Cc1c(C(=O)N2CCN(C)CC2)oc2c1C(=O)CC(C)(C)C2 | -2% | 20% | -25% | 3% | -6.0% | 1% | 0.1% | 1.1 | 16%
O=C1CC(c2ccco2)CC(O)=C1C=NCC1NCCc2ccccc21 (stereo not given) | 4% | -2% | 7% | 7% | -3.9% | 37% | 3.7% | 1 | 15%
Cc1ccc(C(=O)N2CCN(c3ncccn3)CC2)cc1NC1=NC2CS(=O)(=O)CC2S1 (stereo not given) | -12% | -2% | -13%[20 µM] | / | / | / | -1.4% | / | 13%
CCOC(=O)C1CCCN(Cc2cc(Br)c(OC)cc2OC)C1 (stereo not given) | -3% | -14% | 25% | 7% | -11% | 6% | -1.6% | 1.1 | -4%
Cc1ccc(NC(=O)C2CCN(S(=O)(=O)c3ccc4c(c3)CC(C)N4C(=O)C3CCC3)CC2)nc1 (stereo not given) | -14% | 20% | -6% | / | / | / | -5.6% | / | 35%
Cc1cc(S(=O)(=O)N2CCN(C(=O)CCC(=O)N3CCOCC3)CC2)ccc1Br | -4% | 1% | 8% | / | / | / | 1.1% | / | 5%
COCCCNC(=O)c1cc2c(-c3ccc(Cl)cc3)nn(C)c2s1 | -11% | -12% | -10% | 2% | -2.1% | 0% | -1.5% | 1.1 | 7%
CCOC(=O)C(NC(=O)c1ccccc1Cl)(Nc1ccc(C)c(C)c1)C(F)(F)F (stereo not given) | -12% | -5% | 8% | 6% | -2.1% | 17% | -2.6% | 1.1 | 2%
O=C(Cn1cncn1)NCc1ccc(Cl)cc1 | 0% | 66%* | 15% | -2% | -10% | -13% | -0.1% | 0.9 | 16%
CCS(=O)(=O)c1c([N+](=O)[O-])ncn1C | 2% | 13% | -28% | -2% | -21% | 2% | -0.7% | 1 | 16%
COc1ccccc1NC(=O)Nc1ccc2c(c1)nc(C)n2C | -5% | -29% | -15%[20 µM] | 8% | -9.6% | 1% | / | 1.2 | -92%
Cc1ccc(C(=O)NCC(=O)NCC(=O)OCC(=O)c2ccc(F)cc2)cc1 | -6% | -25% | -22% | -5% | -0.7% | -10% | -1.8% | 1 | 12%
CCOC(=O)C(NC(=O)c1cccc(Cl)c1)(Nc1sc2c(c1C(N)=O)CCC2)C(F)(F)F (stereo not given) | -9% | -10% | -5% | 13% | -2.4% | 4% | -4.0% | 1.1 | 2%
COc1ccc(-c2[nH]nc(-c3ccccc3)c2-c2nc3ccccc3[nH]2)cc1 | 2% | 3% | 16% | 13% | 0.2% | 12% | 2.5% | 0.9 | 15%
CC(C)(C)c1nc2ccccc2c2nnc(SCC(=O)NCc3ccco3)n12 | -3% | -24% | -4% | 7% | 0.2% | 14% | / | 1.1 | 12%
O=[N+]([O-])c1ccccc1OCCCN1CCc2ccccc2C1 | -8% | -20% | -8% | / | / | / | 1.2% | / | -13%
COc1ccc([N+](=O)[O-])cc1NC1C2CC3CC(C2)CC1C3 (stereo not given) | -6% | 6% | 14% | 9% | -2.1% | 14% | -1.7% | 1 | 14%
CCCC(=O)n1nc(-c2cccnc2)nc1NCc1ccc(OC)cc1 | 2% | -13% | -3% | 86%* | -0.2% | 6% | 1.9% | 0.9 | 19%
CNC(=O)c1cc(S(=O)(=O)N2CC(C)OC(C)C2)ccc1N1CCOCC1 (stereo not given) | -8% | -26% | -16% | / | / | / | -0.1% | / | -10%
CC(C)NC(=O)CCCc1ccccc1 | 2% | -42% | -38% | 1% | -2.0% | 0% | 4.9% | 1.1 | 2%
CCN(CC)CCCNC(=O)c1cc(-c2ccc(O)cc2)on1 | -7% | 9% | 10% | -1% | -1.4% | 1% | -6.3% | 1.1 | -6%
SMILES | LYP phosphatase | NOD1 NF-kB reporter | KOR beta-arrestin-1 | human PMI inhibition | XIAP antagonists | human PMI inhibitors | KOR beta-arrestin-2 | TNAP activation fold | NOD2 inhibition
O=C1c2ccccc2C(=O)N1CC1=CCS(=O)(=O)C1 | -12% | -6% | -3% | 3% | 2.0% | 8% | 2.9% | 1.1 | -3%
CCOC(=O)C(NC(=O)c1ccc(F)cc1)(Nc1sc2c(c1C(N)=O)CCC2)C(F)(F)F (stereo not given) | -5% | -23% | -7% | -7% | -9.8% | 8% | 12% | 1.1 | 2%
CC(/C=N\NC(=O)CN1CCN(S(=O)(=O)c2ccc(C)cc2)CC1)=C\c1ccccc1 | 3% | 4% | 24% | 8% | -2.0% | 13% | -3.4% | 1 | 11%
Cn1nnc(NC(=S)NC(=O)c2cccc3c(Cl)cccc23)n1 | -6% | -19% | 19% | / | / | / | -1.7% | / | 5%
COc1cccc(S(=O)(=O)Nc2ccc3sc(C)nc3c2)c1 | -2% | -6% | 8% | -9% | -12% | -19% | -8.1% | 1.1 | 20%
O=S(=O)(/C=C/c1ccccc1)N1CCOCC1 | -8% | -13% | 9% | / | / | / | -3.0% | / | 6%
COc1ccccc1CNC(=O)c1ccc2nc3[nH]c4ccccc4c3nc2c1 | 2% | -41% | -16% | 11% | -9.0% | 14% | 4.0% | 1 | -5%
CCNC(=O)c1c(O)c2cccc3c2n(c1=O)CC3 | -3% | 3% | -28% | 4% | -4.3% | 4% | 1.7% | 1 | -6%
Cc1cc(C)n(-c2cc(N3CCOCC3)nc(-c3ccccc3)n2)n1 | -8% | -2% | 14% | 10% | -5.8% | 9% | -1.4% | 1.1 | 11%
CC(C)(C)c1nnc(NS(=O)(=O)c2ccc([N+](=O)[O-])cc2)s1 | -6% | -22% | -10%[20 µM] | / | / | / | -3.4% | / | 16%
Cc1cccc(C(=O)Nc2ccc3c(c2)nc(C)n3C)c1 | -5% | -4% | 15% | / | / | / | -6.4% | / | -49%
NC(=O)COC(=O)CC1CC2CCC1C2 (stereo not given) | -1% | -28% | 0% | -5% | -4.0% | -5% | -2.9% | 1.1 | -7%
CC(=O)Nc1cccc(C(=O)N2CCN(Cc3ccccc3)CC2)c1 | -8% | 24% | -73% | 6% | -3.1% | -4% | -1.6% | 1.1 | -25%
O=C(N/C(=C/c1ccco1)C(=O)N1CCOCC1)c1ccc([N+](=O)[O-])cc1 | -8% | -3% | -49% | / | / | / | -3.3% | / | 14%
O=C(CSc1nnc(-c2ccc([N+](=O)[O-])cc2)o1)Nc1ccccn1 | -7% | -21% | -67%[20 µM] | -9% | -2.5% | -2% | -3.3% | 1.1 | -90%
CC(C)OC(=O)CCC(=O)Nc1nc2ccccc2s1 | -6% | -18% | 0% | -8% | -7.5% | -5% | 13% | 1.1 | -25%
COc1ccccc1NC(=O)c1nnn(CC(=O)Nc2ccccc2)c1N | -6% | -34% | 2% | -9% | -2.8% | 0% | 6.2% | 1.1 | 0%
CCCNC(=O)c1csc(Nc2cccc3ccccc23)n1 | -5% | -10% | -65%[20 µM] | / | / | / | -1.5% | / | 0%
C/C(CC(=O)Nc1ccc(Cl)cc1)=N\NC(=O)C(=O)N1CCCCC1 | -3% | -16% | -18%[20 µM] | -6% | -3.7% | -2% | / | 1.1 | 19%
O=C(CSc1ccc(-c2cccnc2)nn1)N1CCCC1 | -6% | -21% | 5% | -9% | -4.4% | 7% | -3.4% | 1 | 13%
CCCCc1cc(O)c(CCCC)c(O)c1 | -3% | 6% | -22% | 19% | -22% | 28% | 2.7% | 1.1 | 4%
O=C(NCc1ccco1)c1c(O)c2cccc3c2n(c1=O)CCC3 | -8% | -12% | 22% | -7% | -2.7% | 1% | 6.1% | 1 | 18%
O=C(Nc1ccc2c(c1)OCO2)N1CCN(c2ncccn2)CC1 | -3% | -17% | -21% | 23% | -9.0% | 16% | -2.9% | 1.1 | -4%
COC(=O)c1cn(NC(=O)c2cc([N+](=O)[O-])ccc2F)c(=O)c2ccccc12 | 3% | 78%* | 12% | 2% | -6.8% | 11% | -1.9% | 1.1 | 31%
COc1ccc(C(CCN2CCCC(C)C2)c2c(OC)cc(OC)c3c(-c4ccccc4)cc(=O)oc23)cc1 (stereo not given) | -2% | 1% | -26% | / | / | / | -0.4% | / | 11%

Some of these compounds in order of their number in LYP phosphatase, highest first.
SMILES | LYP phosphatase | NOD1 NF-kB reporter | KOR beta-arrestin-1 | human PMI inhibition | XIAP antagonists | human PMI inhibitors | KOR beta-arrestin-2 | TNAP activation fold | NOD2 inhibition
CC(/C=N\NC(=O)CN1CCN(S(=O)(=O)c2ccc(C)cc2)CC1)=C\c1ccccc1 | 3% | 4% | 24% | 8% | -2.0% | 13% | -3.4% | 1 | 11%
C/C(CC(=O)Nc1ccc(Cl)cc1)=N\NC(=O)C(=O)N1CCCCC1 | -3% | -16% | -18%[20 µM] | -6% | -3.7% | -2% | / | 1.1 | 19%
CCOC(=O)C(NC(=O)c1ccc(F)cc1)(Nc1sc2c(c1C(N)=O)CCC2)C(F)(F)F (stereo not given) | -5% | -23% | -7% | -7% | -9.8% | 8% | 12% | 1.1 | 2%
Cn1nnc(NC(=S)NC(=O)c2cccc3c(Cl)cccc23)n1 | -6% | -19% | 19% | / | / | / | -1.7% | / | 5%
O=C(CSc1nnc(-c2ccc([N+](=O)[O-])cc2)o1)Nc1ccccn1 | -7% | -21% | -67%[20 µM] | -9% | -2.5% | -2% | -3.3% | 1.1 | -90%
Cc1cc(C)n(-c2cc(N3CCOCC3)nc(-c3ccccc3)n2)n1 | -8% | -2% | 14% | 10% | -5.8% | 9% | -1.4% | 1.1 | 11%

Going on with the list:
SMILES | LYP phosphatase | NOD1 NF-kB reporter | KOR beta-arrestin-1 | human PMI inhibition | XIAP antagonists | human PMI inhibitors | KOR beta-arrestin-2 | TNAP activation fold | NOD2 inhibition
CN(C)c1ccc(C(=O)OCC(=O)NCC2CCCO2)cc1 (stereo not given) | -4% | -5% | -46% | -1% | -4.0% | -8% | -1.4% | 1.1 | 10%
O=C(Nc1cccc(C(=O)O)c1)/C(=C\c1ccc2c(c1)OCO2)NC(=O)c1ccc(Br)o1 | -2% | -6% | 6% | -16% | -9.2% | -25% | 0.0% | 1.1 | 11%
CC(=O)Nc1ccc(C(=O)/C=C/c2ccc[nH]2)cc1 | 4% | -20% | -3% | / | / | / | -0.8% | / | -27%
O=C(CN1CCCCC1)N/N=C/c1ccccc1Br | -5% | -33% | -51%[20 µM] | / | / | / | 1.9% | / | 1%
Nc1[nH]n2c(=O)c3c(nc2c1N=Nc1ccc(Cl)cc1)CCCC3 | 2% | 65% | 9% | 2% | -4.2% | 12% | -2.2% | 0.8 | 19%
Nc1ncc(Br)cc1S(=O)(=O)NCCC(=O)NCc1ccc(F)cc1 | -8% | 27% | -33% | / | / | / | -7.7% | / | 12%
O=Cc1ccccc1OCCN1CCCC1=O | -8% | 7% | -1% | / | / | / | 8.1% | / | -17%
COc1ccc(CC(=O)NCC(=O)N/N=C/c2sccc2C)cc1 | -3% | -12% | -14% | / | / | / | 4.4% | / | 3%
Cc1ccc2c(c1)/C(=C/c1ccccc1)C(=O)N2 | -5% | -10% | -37% | / | / | / | 0.3% | / | -2%
COc1ccc(NC(=O)Nc2cccc3ccccc23)c(OC)c1 | -12% | 20% | -1% | / | / | / | -1.5% | / | 16%
COc1cccc(CNCc2cccc(Br)c2)c1OC | -5% | -31% | 5% | -5% | -4.3% | -9% | -2.3% | 1.1 | -6%
